Assay outcomes deposited in PubChem by National Center for Advancing Translational Sciences (NCATS).
NPC1 prom act: activators of NPC1 promoter; Huh7 NPC1 promoter luciferase reporter, 24 h; Potency, µM (top dose mostly 9.22 µM), inactives show at the top dose activation, actives largely listed as activators; actives 2.4% (n = 320,000); AID 485313;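 further: potency means the concentration at half of the fitted maximal effect; % of control where 0% means no effect; nearly all actives have a fitted effect of over 60% in size; reporter is driven by a mutant NPC1 promoter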
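Huh7 reporter cells (NPC1 promoter driving luciferase) are dosed with compound for 24 h at 37 °C, 5% CO2; luciferase detection reagent is then added and luminescence measured after 10 min at ambient temperature.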
Mito fusion act: inhibitors of mitochondrial division or activators of mitochondrial fusion; S. cerevisiae fusion-defective mutant growth rescue, CellTiterGlo 48 h; Potency, µM (doses to about 46.1 µM), inactives show at the top dose growth rescue (activation), most hits filed as activators; actives 0.23% (n = 320,000); AID 485298;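 further: potency means the concentration at half of the fitted maximal effect; % of control where 0% means no effect; nearly all actives have a fitted effect of over 45% in size; temperature-sensitive fusion mutants such as fzo1-1 at 37 °C on non-fermentable ethanol glycerol medium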
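Luminescent cell viability in 1536-well qHTS format served as the measure of rescued growth in ts fusion-mutant S. cerevisiae cultured on non-fermentable YPEG for 48 hours at 37C.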
Rab9 prom act: Rab9 promoter activation; Huh7 Rab9 promoter-luciferase reporter, luminescence, 24 h; AID 485297; actives 2.8% (n = 320,000); Potency, µM (top dose mostly 9.22 µM), inactives show at the highest dose activation, negative = inhibition, most hits filed as activators; further: potency means the concentration at half of the fitted maximal effect; % of control where 0% means no effect; nearly all actives have a fitted effect of over 60% in size
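Huh7 cells stably carrying a Rab9 promoter-luciferase reporter, 1500 cells per well in OP-MEM I with 10% FBS, treated with compound 24 hours at 37C. Luciferase activity read by luminescence after 10 minutes with Amplite reagent.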
RORg inh: inhibitors of mouse ROR gamma transcriptional activity | AID 2551 | Drosophila S2 Gal4-RORgamma UAS-luciferase reporter, 20 h | actives 5.4% (n = 310,000) | Potency, µM (series often up to 53.6 µM), without a hit: top-dose activity change, negative = inhibition, actives largely listed as inhibitors | P51450; further: potency means the concentration at half of the fitted maximal effect; on the % scale 0 is the no-effect control and ±100 the full control effect; nearly all actives have a fitted effect of over 60% in size
Target sequence (P51450 whole entry, looked up, the tested form may be a part): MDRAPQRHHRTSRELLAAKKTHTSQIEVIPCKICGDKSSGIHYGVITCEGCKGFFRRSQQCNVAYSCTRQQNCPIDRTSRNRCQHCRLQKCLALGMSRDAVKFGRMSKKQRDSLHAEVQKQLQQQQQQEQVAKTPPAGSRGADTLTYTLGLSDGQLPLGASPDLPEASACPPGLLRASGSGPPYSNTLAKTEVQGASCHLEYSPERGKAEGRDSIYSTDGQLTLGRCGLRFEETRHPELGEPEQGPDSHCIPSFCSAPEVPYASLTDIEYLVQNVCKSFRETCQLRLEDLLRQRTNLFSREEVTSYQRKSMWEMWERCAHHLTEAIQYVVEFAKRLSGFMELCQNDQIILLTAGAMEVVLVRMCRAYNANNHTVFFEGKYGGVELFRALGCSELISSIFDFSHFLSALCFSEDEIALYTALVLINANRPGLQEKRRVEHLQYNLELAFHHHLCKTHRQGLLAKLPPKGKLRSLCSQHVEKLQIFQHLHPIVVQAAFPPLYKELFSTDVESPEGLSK
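A Gal4/UAS one-hybrid system in insect cells: metallothionein-promoter Gal4–ROR gamma fusion plus Photinus luciferase reporter. Copper sulfate 700 uM final, 20 hr ambient incubation, luminescent detection after 10 min with reagent.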
Gal4-VP16 FLuc: inhibits Gal4-VP16 luciferase reporter, ROR gamma counter-screen; Drosophila S2 Gal4-VP16 UAS-luciferase, luminescence, 20 h; Potency, µM (highest dose often 53.6 µM), for the others: at the highest dose activity, negative = inhibition, hits mostly inhibitors; actives 3.5% (n = 310,000);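 further: Gal4-VP16 expression switched on by copper sulfate through the metallothionein promoter; potency means the concentration at half of the fitted maximal effect; on the % scale 0 is the no-effect control and ±100 the full control effect; nearly all actives have a fitted effect of over 50% in size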
FLuc counter: inhibits or activates purified firefly luciferase, miR-21 counter-screen; purified FLuc, Km substrates, luminescence inhibition; Potency, µM (titrated, usually from 57.5 µM), for the others: at the top dose activity change, negative = inhibition, actives largely listed as inhibitors; P08659; actives 6.9% (n = 360,000); AID 588342;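 further: potency means the concentration at half of the fitted maximal effect; plate controls were vehicle for no effect and reference inhibitor for full effect; nearly all actives have a fitted effect of over 55% in size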
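Purified P. pyralis luciferase, 10 nM final, with Km-level 10 uM D-luciferin and 10 uM ATP in 50 mM Tris acetate pH 7.5, 10 mM Mg acetate, 0.01% Tween-20, 0.05% BSA; 6-point qHTS titration about 60 µM downward; luminescence read.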
KCNH2 3.1 block: inhibitors of human KCNH2 3.1 potassium channel isoform; U2OS KCNH2 3.1, thallium flux FluxOr; hits give low values; actives 0.95% (n = 340,000); activity change, % (tested at about 1.8 µM);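 active means maximum activity change below -70%; inconclusive means maximum activity change from -70% to -50%; inactive means maximum activity change above -50%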;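 further: thallium influx rate constant from kinetic fluorescence after stimulation buffer; on the % scale 0 is the no-effect control and ±100 the full control effect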
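U2OS cells transduced with KCNH2 3.1 mutant virus (1.77 x 10^8 /mL, 4 h), plated overnight at 37 C, loaded 45 min with FluxOr dye plus Red40 quencher. Thallium flux rate constant from kinetic reads after stimulation buffer, normalised to controls.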
MBNL1-CUG inh: MBNL1-poly(CUG) RNA binding inhibition | Q9NR56 | TR-FRET MBNL1-His/biotin-(CUG)12 binding, 665/545 ratio | Potency, µM (top dose mostly 57.5 µM), inactives show top-dose activity change, negative = inhibition, usual class: inhibitors | actives 0.036% (n = 280,000); active means well fitted inhibition curve with a large enough effect in the signal ratio, with a control signal flat, not every such curve was filed as active; inconclusive means small, poorly fitted or top-dose-only effect, or effect the other way, or a change in a side signal; inactive means no such curve, though single readings can be large or run the other way; the % refers to the signal ratio; further: potency means the concentration at half of the fitted maximal effect; on the % scale 0 is the no-effect control and ±100 the full control effect
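Inhibition of protein-RNA binding appears as loss of TR-FRET between terbium anti-His antibody on MBNL1-His and streptavidin-XL665 on biotin-(CUG)12. Activity is normalized to buffer-only and uninhibited-complex controls.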
Menin MLL FP TR: menin-MLL binding inhibition, Texas Red mutant peptide | Menin + Texas Red MLL mutant peptide, fluorescence polarization | Potency, µM (highest dose often 61.6 µM), inactives show at the top dose FP activity change, negative = inhibition, actives largely listed as inhibitors | actives 0.23% (n = 270,000) | AID 1768; active means well fitted inhibition curve with a large enough effect in the polarisation, with a control signal flat, not every such curve was filed as active; inconclusive means small, poorly fitted or top-dose-only effect, or effect the other way, or a change in a side signal; inactive means no such curve, though single readings can be large or run the other way; the % refers to the polarisation; further: potency means the concentration at half of the fitted maximal effect; % of control where 0% means no effect; many of its hits are not listed in these tables
Target sequence (O00255 whole entry, looked up): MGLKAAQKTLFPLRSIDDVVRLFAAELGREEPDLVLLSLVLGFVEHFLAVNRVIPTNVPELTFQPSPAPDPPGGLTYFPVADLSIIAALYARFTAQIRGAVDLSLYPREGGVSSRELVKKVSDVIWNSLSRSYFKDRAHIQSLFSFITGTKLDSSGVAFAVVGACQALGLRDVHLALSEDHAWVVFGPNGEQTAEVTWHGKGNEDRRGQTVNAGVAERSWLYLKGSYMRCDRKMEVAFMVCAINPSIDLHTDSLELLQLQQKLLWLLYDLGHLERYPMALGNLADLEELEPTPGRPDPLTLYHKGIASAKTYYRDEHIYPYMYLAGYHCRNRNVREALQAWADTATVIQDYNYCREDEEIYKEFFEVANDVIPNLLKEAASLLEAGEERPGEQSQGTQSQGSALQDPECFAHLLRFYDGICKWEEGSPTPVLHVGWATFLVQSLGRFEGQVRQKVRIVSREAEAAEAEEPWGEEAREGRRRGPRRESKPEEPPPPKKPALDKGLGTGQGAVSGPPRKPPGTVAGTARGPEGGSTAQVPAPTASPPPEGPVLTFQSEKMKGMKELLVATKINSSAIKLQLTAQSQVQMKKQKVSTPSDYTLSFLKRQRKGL
ELG1 repair inh: inhibitors of ELG1-dependent DNA repair in HEK293T cells | HEK293T ELG1-luciferase reporter, luminescence, 16 h; DNA damage induced by 5-fluorouridine | AID 504467 | Potency, µM (titrated, usually from 46.1 µM), for the others: at the top dose activity change, negative = inhibition, most hits filed as inhibitors | actives 2.3% (n = 330,000); further: potency means the concentration at half of the fitted maximal effect; on the % scale 0 is the no-effect control and ±100 the full control effect; nearly all actives have a fitted effect of over 55% in size
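Reporter activity after DNA damage by 5-fluorouridine is monitored. Compound-treated cells incubate 16 hr at 37 °C, then ONE-Glo is added for 30 min before luminescence reading.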
PKM2 act: increases activity of human pyruvate kinase M2; P14618; purified PKM2, Kinase-Glo ATP luminescence, activation; response scale: 0% is enzyme alone, no compound; Potency, µM (titrated, usually from 57.5 µM), for inactives: at the top dose activation, actives largely listed as activators; actives 0.34% (n = 260,000); further: potency means the concentration at half of the fitted maximal effect; on the % scale 0 is the no-effect control and ±100 the full control effect; nearly all actives have a fitted effect of over 55% in size
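Kinase-Glo luminescence reports ATP generated from ADP (0.1 mM) and PEP (0.5 mM) by purified hPK-M2 after 1 h at room temperature, pH 7.2 imidazole buffer; intermediate enzyme activity allows detecting inhibitors and activators.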
* hit, by the source's call; u = inconclusive; x = not tested or not shown; & = joins results of further samples; [ ] = another dose, or the depositor's remark. Unless noted, the call rests on the fitted dose curve; in most records, active means well fitted curve in the direction sought with a large enough effect; inconclusive means small, poorly fitted or top-dose-only effect, or another doubt; inactive means no such curve, though single readings can be large; an effect the other way counts as inactive or inconclusive. These rows are one share of the data, so the mix of outcomes need not match the whole.

Key to letters – A = NPC1 prom act; B = Mito fusion act; C = Rab9 prom act; D = RORg inh; E = Gal4-VP16 FLuc; F = FLuc counter; G = KCNH2 3.1 block; H = MBNL1-CUG inh; I = Menin MLL FP TR; J = ELG1 repair inh; K = PKM2 act
COc1ccc(CNC/C=C/c2ccccc2)cc1
  A = 5%	B = -7%	C = 2%	D = -9%	E = -2%	F = 4%	G = -38	H = 14%	I = -9%	J = -6%	K = 1%

Cc1nnc(SCC(=O)Nc2ccc(Br)cn2)[nH]c1=O
  A = 1%	B = -10%	C = 3%	D = 2%	E = -8%	F = 0%	G = 10	H = 4%	I = -5%	J = 8%	K = -8%

Cc1ccc(S(=O)(=O)NCCNS(=O)(=O)c2ccc(C)cc2)cc1
  A = 0%	B = -8%	C = -6%	D = 1%	E = 3%	F = 2%	G = 2	H = -14%	I = -18%	J = u	K = x

CC(=O)NC(C)c1cc(F)c2cccnc2c1O (stereo unspecified)
  A = -3%&1%	B = 0%&-6%	C = -1%&1%	D = x	E = x	F = 3%&-1%	G = x	H = x	I = x	J = -6%	K = x

COc1ccc(C2c3sc(=O)[nH]c3SCC2C(N)=O)cc1 (stereo unspecified)
  A = -4%	B = 0%	C = -2%	D = 0%	E = -4%	F = 1%	G = -19	H = 14%	I = x	J = u	K = -3%

COc1ccc2c(c1OC)C(=O)OC2CC(=O)c1ccc(N(C)C)cc1 (stereo unspecified)
  A = -2%	B = 1%	C = 4%	D = 2%	E = -1%	F = -22%	G = -10	H = u	I = 3%	J = -6%	K = -1%

Clc1ccc(-c2nn3c(C4COc5ccccc5O4)nnc3s2)cc1 (stereo unspecified)
  A = -8%	B = 24%	C = 3%	D = 0%	E = -19%	F = u	G = -3	H = -6%	I = 0%	J = 10%	K = -2%

O=C(COC(=O)[C@H](Cc1ccccc1)NS(=O)(=O)c1ccccc1F)NC1CCCCC1
  A = -1%	B = 0%	C = 2%	D = 20%	E = 2%	F = 2%	G = -18	H = -2%	I = -11%	J = 2%	K = -2%

CCOc1ccc(CCN2C(=O)C3C4CCC(O4)C3C2=O)cc1OCC (stereo unspecified)
  A = 1%	B = -2%	C = -4%	D = x	E = x	F = 0%	G = -8	H = x	I = x	J = 15%	K = x

O=C1Nc2ccccc2O/C1=C\c1ccccc1Br
  A = 13%	B = -1%	C = 12%	D = -29%	E = -14%	F = -2%	G = 18	H = -1%	I = u	J = 11%	K = x

Single records (already shown). Values in the order: NPC1 prom act	Mito fusion act	Rab9 prom act	RORg inh	Gal4-VP16 FLuc	FLuc counter	KCNH2 3.1 block	MBNL1-CUG inh	Menin MLL FP TR	ELG1 repair inh	PKM2 act
COc1ccc2c(c1OC)C(=O)OC2CC(=O)c1ccc(N(C)C)cc1 (stereo unspecified) is listed as -2%	1%	4%	2%	-1%	-22%	-10	u	3%	-6%	-1%
O=C1Nc2ccccc2O/C1=C\c1ccccc1Br is listed as 13%	-1%	12%	-29%	-14%	-2%	18	-1%	u	11%	x

Going on with the list.
Key to letters – A = NPC1 prom act; B = Mito fusion act; C = Rab9 prom act; D = RORg inh; E = Gal4-VP16 FLuc; F = FLuc counter; G = KCNH2 3.1 block; H = MBNL1-CUG inh; I = Menin MLL FP TR; J = ELG1 repair inh; K = PKM2 act
Cc1ccnc(N2C(=O)c3ccc([N+](=O)[O-])cc3C2=O)c1
  A = 0%	B = 5%	C = 0%	D = -16%	E = 1%	F = 0%	G = x	H = u	I = 9%	J = -23%	K = -1%[11.5 µM]

COc1cccc(NC(=O)N2CCCC2C(=O)NCc2ccco2)c1 (stereo unspecified)
  A = -2%	B = -4%	C = -1%	D = -18%	E = -7%	F = 2%	G = -4	H = -7%	I = x	J = 2%	K = x

CC(=O)Nc1ccc(S(=O)(=O)NCCC(=O)NNC(=O)c2ccncc2)cc1
  A = -5%	B = -6%	C = -3%	D = x	E = x	F = 7%	G = 3	H = x	I = x	J = 15%	K = x

c1ccc(CNn2c(N3CCOCC3)nc3ccccc32)cc1
  A = 0%	B = -2%	C = 8%	D = -4%	E = 0%	F = -5%	G = 0	H = 1%	I = -20%	J = 12%	K = 1%

O=C(NCCCN1CCCC1)Nc1ccccc1[N+](=O)[O-]
  A = 2%	B = -7%	C = 11%	D = 11%	E = 4%	F = -2%	G = 0	H = u	I = 15%	J = -1%	K = x

CCCn1nc(C(=O)NC2CC2)c2ccccc2c1=O
  A = -3%	B = 1%	C = 0%	D = x	E = x	F = 3%	G = 2	H = x	I = x	J = 18%	K = x

COC(C[C@H]1O[C@H]1[C@H](O)COCc1ccccc1)OC
  A = 0%	B = 10%	C = -5%	D = 20%	E = 6%	F = -1%	G = -5	H = -6%	I = x	J = 17%	K = -5%

CC(C)(C)n1nnnc1C(c1ccncc1)N1CCN(C2CCCCC2)CC1 (stereo unspecified)
  A = 2%	B = 2%	C = 1%	D = 2%	E = 18%	F = 3%	G = -11	H = 6%	I = 1%	J = -3%	K = 3%

COc1ccc(NC(=O)Nc2ccccc2C(=O)N2CCCC2)cc1
  A = 0%	B = -1%	C = 1%	D = 33%	E = -3%	F = u	G = 18	H = -9%	I = -6%	J = 13%	K = 10%

O=C(CSc1nnc(-c2ccco2)n1Cc1ccco1)NCc1ccccc1
  A = 1%	B = 2%	C = -5%	D = 2%	E = -7%	F = -2%	G = 6	H = -1%	I = x	J = -11%	K = -2%

CC(=O)N1c2ccc(S(=O)(=O)NCC3CCC(C(=O)Nc4cccc(C)n4)CC3)cc2CC1C (stereo unspecified)
  A = -29%	B = 2%	C = -40%[inhibitor]	D = 21%	E = u	F = -2%	G = -11	H = -3%	I = x	J = u	K = x

COc1ccc(S(=O)(=O)N2CCC(C(=O)NCC3CCCO3)CC2)cc1C (stereo unspecified)
  A = 2%	B = 0%	C = -2%	D = 3%	E = 4%	F = -1%	G = 0	H = -4%	I = 7%	J = 11%	K = 1%

CC(=O)c1cccc(NS(=O)(=O)c2ccc(-c3cc(C)no3)s2)c1
  A = -2%	B = -2%	C = -5%	D = 9%	E = u	F = 1%	G = 0	H = 25%	I = 18%	J = u	K = 4%[0.46 µM]

CCOc1ccc(-n2cccc2C=O)cc1
  A = 7%	B = 1%	C = 13%	D = 38%	E = -5%	F = -10%	G = -6	H = -4%	I = -3%	J = u	K = -5%

COc1ccc2ccccc2c1-c1sc(Nc2ccccc2)n[n+]1-c1ccc(F)cc1
  A = -1%	B = -3%	C = -2%	D = -21%	E = -6%	F = 3%	G = u	H = 4%	I = -18%	J = -17%	K = -2%

Cc1ccc(-n2c(Cc3ccccc3)nnc2SCC(=O)NNC(=O)Cc2ccccc2)cc1
  A = 0%	B = -1%	C = -1%	D = -27%	E = -8%	F = 7%	G = -80*	H = -8%	I = -21%	J = -5%	K = 1%

CCOC(=O)N1N=C(c2ccc(C)cc2)CC1(O)C(F)(F)F (stereo unspecified)
  A = 0.89µM*	B = 12%	C = 0.71µM*	D = 6.3µM*	E = 6.3µM*	F = 5.4µM*	G = 0	H = -7%	I = -20%	J = u	K = -4%

NC(=O)CN1CCN(c2cccc(Cl)c2)CC1
  A = -2%	B = -2%	C = -1%	D = 0%	E = 11%	F = 2%	G = -2	H = x	I = 2%	J = 11%	K = -11%

CC(C)Cc1csc(NC(=O)c2ccc(F)cc2)c1C(=O)O
  A = 1%	B = u	C = 0%	D = 16%	E = u	F = u	G = -20	H = -10%	I = u	J = u	K = 0%

CCn1ncc(-c2csc(N)n2)c1C
  A = 17%	B = -3%	C = 26%	D = 9%	E = -5%	F = u	G = -1	H = x	I = 1%	J = u	K = 1%

CCC(C)NC(=O)CNC(=S)N(Cc1ccccc1F)C1CCCCC1 (stereo unspecified)
  A = -2%	B = -1%	C = 0%	D = u	E = 0%	F = -2%	G = 2	H = -6%	I = -4%	J = -18%	K = -21%
